# KCNK3 block: human KCNK3 channel inhibition, primary screen | O14649 | CHO-KCNK3 thallium flux, FluxOR fluorescence; hits give low values | B-score at 10 µM | 0.84% of 340,000 active | AID 602410;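 active means B-score under library mean minus 4 SD, starting fluorescence ratio at most library mean plus 5 SD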;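 further: more negative B-score means stronger inhibition of thallium flux through KCNK3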
# hERG protect: compounds protecting human hERG from proarrhythmic drug block. 0.51% of 310,000 active. CHO-hERG, FluxOR thallium flux, dofetilide IC70 present. activation (rescue from dofetilide block), less the hit threshold, % at 10 µM. Q12809;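 active means activation above the mean of controls blocked by dofetilide plus 5 SD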;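 further: thallium influx through hERG after potassium depolarization seen as dye fluorescence rise; in these data hits start at about 4.7%; inactives centre near -7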
# TRPC4 act: activators of mouse TRPC4 channel; Q9QUQ5; HEK293 TRPC4beta/mu-opioid, Fluo4 calcium fluorescence; hits give high values; B-score at 10 µM; 0.49% of 310,000 active;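 active means B-score above 5 SD of library B-scores, and initial fluorescence ratio not above library mean plus 5 SD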;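 further: positive B-score marks a calcium rise read as TRPC4 activation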
# Target sequence (Q9QUQ5 whole entry, looked up): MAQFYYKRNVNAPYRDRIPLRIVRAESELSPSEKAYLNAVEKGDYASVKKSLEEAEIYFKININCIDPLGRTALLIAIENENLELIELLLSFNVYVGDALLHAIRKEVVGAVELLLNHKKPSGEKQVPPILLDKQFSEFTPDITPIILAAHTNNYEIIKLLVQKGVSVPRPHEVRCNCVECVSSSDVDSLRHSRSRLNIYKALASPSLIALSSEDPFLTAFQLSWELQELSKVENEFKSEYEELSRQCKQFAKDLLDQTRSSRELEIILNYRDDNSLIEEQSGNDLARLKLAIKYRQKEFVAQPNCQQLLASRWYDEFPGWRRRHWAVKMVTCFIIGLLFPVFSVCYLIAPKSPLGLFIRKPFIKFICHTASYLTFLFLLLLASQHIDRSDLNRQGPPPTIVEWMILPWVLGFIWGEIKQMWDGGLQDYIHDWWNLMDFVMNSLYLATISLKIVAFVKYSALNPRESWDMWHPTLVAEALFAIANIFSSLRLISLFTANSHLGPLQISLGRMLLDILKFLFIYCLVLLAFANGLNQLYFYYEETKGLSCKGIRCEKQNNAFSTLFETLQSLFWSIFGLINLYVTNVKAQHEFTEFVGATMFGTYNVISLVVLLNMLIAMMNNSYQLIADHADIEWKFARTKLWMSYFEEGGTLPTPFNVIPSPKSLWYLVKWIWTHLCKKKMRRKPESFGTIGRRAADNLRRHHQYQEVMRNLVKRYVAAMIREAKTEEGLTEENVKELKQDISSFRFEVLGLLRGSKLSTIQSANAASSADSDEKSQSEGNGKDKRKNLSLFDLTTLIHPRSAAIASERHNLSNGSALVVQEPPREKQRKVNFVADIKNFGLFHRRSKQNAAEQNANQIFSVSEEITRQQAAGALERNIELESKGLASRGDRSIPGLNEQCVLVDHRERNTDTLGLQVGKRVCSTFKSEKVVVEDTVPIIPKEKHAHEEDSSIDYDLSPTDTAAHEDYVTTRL
#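 Assay system: HEK293 stable line with TRPC4beta plus mu-opioid receptor; schedule: 45 min room-temperature Fluo4 loading, 110 s read; technique: kinetic Fluo4 calcium fluorescence; evaluation: integrated baseline-normalised fluorescence ratio, converted to per-well B score; controls: buffer (low) and maximal DAMGO (high)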
# KCNQ1 pot: potentiates or activates the human KCNQ1 potassium channel; P51787; CHO-K1 KCNQ1, thallium flux FluxOR fluorescence; hits give high values; B-score at 10 µM; 0.35% of 310,000 active;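 active means fluorescence ratio B-score, a plate-corrected score, at least three library SD, with initial intensity B-score within 5 SD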
#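 Test system: CHO-K1 cells stably expressing KCNQ1 / Medium: assay buffer / Also added: depolarizing K+/Tl+ stimulus, K2SO4 and Tl2SO4 each 12.5 mM in 5x stock / Incubation: 90 min dye loading and 20 min compound exposure, both at room temperature / Signal: thallium influx via FluxOR fluorescence, kinetic imaging / Evaluation: B score of baseline-normalized fluorescence ratio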
# KCNQ1 block: blocks the human KCNQ1 potassium channel; P51787; CHO-K1 KCNQ1, FluxOR thallium flux fluorescence; hits give high values; B-score at 10 µM; 1.3% of 310,000 active; AID 2642;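 active means compounds whose thallium flux B-score, printed positive for inhibition, exceeds three library SD while starting fluorescence stays within three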;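 further: channel opened by potassium depolarization with thallium stimulus after 20 min compound exposure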
# TRPC4 potent: allosteric potentiators of mouse TRPC4 channel | HEK293 TRPC4beta/mu-opioid, DAMGO EC20, Fluo-4 Ca2+ flux; hits give high values | AID 2227 | 0.42% of 310,000 active | Q9QUQ5 | B-score at 10 µM;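 active means B-score of calcium response area above 5 SD of library B-scores, with initial fluorescence ratio within 5 SD of library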;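 further: B-score of integrated fluorescence ratio over time as area under calcium response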
# HDAC3 inh: human HDAC3 inhibition | recombinant HDAC3, fluorogenic peptide/trypsin coupled, fluorescence | inhibition, % at 8.3 µM | AID 2718 | 0.15% of 320,000 active | O15379; in the data active means inhibition above about 26%, passing the limit was not always enough; inconclusive means no clear call, values can overlap the other calls
# Dyrk1A ADPGlo: Dyrk1A (rat) kinase inhibition; ADP-Glo luminescence, NFATc1 peptide; 0.43% of 310,000 active; AID 504441; inhibition, % at 12.5 µM; in the data active means inhibition above about 50%;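 further: plate controls were vehicle with enzyme for no effect and no enzyme for full effect; many of its hits are not listed in these tables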
# TMEM16A inh: inhibitors of mouse TMEM16A calcium-activated chloride channel; Q8BHY3; HEK293 TMEM16A/YFP iodide influx fluorescence, ionomycin; normalized B-score (activity score, 25-100; higher = stronger inhibition) at 10 µM; 1.2% of 310,000 active;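 active means ratio plate-corrected score three or more library SD toward inhibition, starting fluorescence score within five deviations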;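 further: score derived from kinetic fluorescence span divided by baseline fluorescence per well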
# KCNK9 inh: blocks the human KCNK9 two-pore domain potassium channel | B-score at 10 µM | AID 488922 | Q9NPC2 | 1.2% of 310,000 active | HEK293 KCNK9, FluxOR thallium flux fluorescence; hits give low values;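 active means ratio B-score over 3 SD below the library mean, with starting fluorescence within 5 SD of its mean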;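 further: negative B-score means less thallium flux so channel inhibition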
# TMEM16A act: mouse TMEM16A channel activation, primary screen; Q8BHY3; HEK293 TMEM16A/YFP-H148Q/I152L, iodide quench fluorescence; hits give low values; B-score at 10 µM; 0.3% of 340,000 active;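 active means fluorescence-ratio B-score plate-corrected deviation score at least 3 library SD below zero, with starting fluorescence score within 5 deviations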;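 further: channel opened by trigger with iodide after compound preincubation; score built on the fluorescence ratio of max minus min over baseline; more negative score means more quench and so TMEM16A activation or potentiation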
# Numbers without * were called inactive; i = inactive; ? = inconclusive; . = not tested or not shown.
SMILES,KCNK3 block,hERG protect,TRPC4 act,KCNQ1 pot,KCNQ1 block,TRPC4 potent,HDAC3 inh,Dyrk1A ADPGlo,TMEM16A inh,KCNK9 inh,TMEM16A act
O=C1C(=O)N(Cc2cccnc2)C(c2cccc(Br)c2)/C1=C(/O)c1ccc2c(c1)OCO2 (centres undefined),i,-12,i,i,i,i,.,2,i,i,i
O=C(NC1CCN(Cc2ccccc2)CC1)C1CCN(S(=O)(=O)c2ccccc2)CC1,i,-7,i,i,i,i,4,-2,i,i,i
Cc1ccccc1CS(=O)(=O)Cc1ccc(C(=O)NCCCN2CCCC2=O)o1,i,-9,i,i,i,i,1,-1,i,i,i
CSc1nnnn1-c1cccc(O)c1,i,-10,i,i,i,i,-3,11,i,i,i
O=C(NC1CCCC1)c1cc(-c2ccc(Cl)cc2)on1,i,-3,i,i,i,i,1,-4,i,i,i
Cc1cc(C)c(C#N)c(SCC(=O)Nc2nonc2N)n1,i,-8,i,i,i,i,2,-3,i,i,i
c1ccc(-n2cnc3cc(NCc4ccncc4)ccc32)cc1,i,-7,i,i,i,i,2,21,i,i,i
Cc1ccc(C(=O)Nc2cccnc2Cl)cc1Cl,i,-4,i,i,i,i,1,20,i,i,i
Cc1cc(C)cc(OCC(O)CN2C(=O)NC(C)(C)C2=O)c1 (centres undefined),i,-9,i,i,i,i,5,-14,i,i,i
O=C1CC(N2CCN(C/C=C/c3ccccc3)CC2)C(=O)N1CCc1ccccc1 (centres undefined),i,-8,i,i,i,i,3,.,i,i,i
CCCNC(=O)CSc1nnc(-c2ccccc2Br)n1-c1cccc(C(F)(F)F)c1,i,-7,i,i,i,i,8,1,i,i,i
CC(=O)N1CCN(c2ccc([N+](=O)[O-])cc2)CC1,i,-5,i,i,i,i,6,-5,i,i,i
COC(=O)C1(C)NC(c2ccc(OC)cc2)C2C(=O)N(c3ccccc3)C(=O)C21 (centres undefined),i,-6,i,i,i,i,.,.,i,i,i
COc1ccc(S(=O)(=O)N2CCC(C(=O)Oc3cccc(C)c3)CC2)cc1OC,i,-11,i,i,i,i,-4,2,i,i,i
CCCNC(=O)C1CC(c2ccc(C(F)(F)F)cc2)=NO1 (centres undefined),i,-10,i,i,i,i,2,1,i,i,i
Cc1cc(NC(=O)CSc2ncnc3ccccc23)no1,i,-12,i,i,i,i,11,0,i,i,i
CN1CCN(c2ccc(C(CC(N)=O)NC(=O)Cc3cccc4ccccc34)cc2[N+](=O)[O-])CC1 (centres undefined),i,-4,i,i,i,i,1,-1,i,i,i
Cc1ccc(N(C(=O)Cc2cccs2)C(C(=O)NCC2CCCO2)c2ccncc2)cc1 (centres undefined),i,-9,i,i,i,i,3,-3,i,i,i
O=C(NC1CCCCC1)c1cccc(S(=O)(=O)N2CCCCC2)c1,i,-5,i,i,i,i,-4,-2,i,i,i
CCOC(=O)N1CCN(C2CC(=O)N(c3ccccc3)C2=O)CC1 (centres undefined),i,-12,i,i,i,i,-8,-1,i,i,i

# Carrying on.
SMILES,KCNK3 block,hERG protect,TRPC4 act,KCNQ1 pot,KCNQ1 block,TRPC4 potent,HDAC3 inh,Dyrk1A ADPGlo,TMEM16A inh,KCNK9 inh,TMEM16A act
CCC(C)N1CCC2(CC1)N=c1c(c3c4c5c(C)c(O)c3c(O)c1=NC(=O)C(C)=CC=C[C@H](C)[C@H](O)[C@@H](C)[C@@H](O)[C@@H](C)[C@H](OC(C)=O)[C@H](C)[C@@H](OC)C=CO[C@@](C)(O5)C4=O)N2 (some centres undefined),i,.,.,.,.,.,9,-3,i,.,i
O=C(NN1CCOCC1)c1cc(-c2ccncc2)nc2ccccc12,i,-4,i,i,i,i,5,-5,i,i,i
O=C(CN1CC(=O)Nc2ccccc21)Nc1ccc(F)c(F)c1,i,-7,i,i,i,i,-1,-6,i,i,i
CC(=O)c1cc(-c2ccccc2)n(CC(=O)N2CCCCC2)c1C,i,-8,i,i,i,i,0,4,i,i,i
Cc1cccc(C(=O)Nc2ccc(C(=O)N/N=C/c3ccc4c(c3)OCO4)cc2)c1,i,-2,i,i,i,i,-7,5,i,i,i
CC(=O)N1CCCc2cc(S(=O)(=O)N(CC(C)C)CC(C)C)ccc21,i,-2,i,i,i,i,10,0,i,i,i
O=C(c1ccc(OC2CCN(Cc3ccccn3)CC2)cc1)N1CCCCO1,i,-6,i,i,i,i,2,-3,i,i,i
Cc1ccc(NC(=O)c2ccc3c(c2)C(=O)N(CC2CCCO2)C3=O)cc1C (centres undefined),i,-8,i,i,i,i,6,1,i,i,i
N#Cc1c(NC(=O)CCCC(=O)O)sc2c1CCCCC2,i,-2,i,i,i,i,4,2,i,i,i
CCCCCCSc1cccc(-c2nc3ccc(C)cn3c2NC2CCCCC2)c1,i,-5,i,i,i,i,-1,-1,i,i,i
CCOc1ccc(NC(=O)c2ccc(F)cc2F)cc1,i,-7,i,i,i,i,1,5,i,i,i
COc1ccc(C2=C(Nc3ccccc3)c3ccccc3C2=O)cc1,i,-7,i,i,i,i,.,-6,i,i,i
CCOc1ccccc1N(CC(=O)NCCOC)C(=O)CCC(=O)Nc1ccccn1,i,-2,i,i,i,i,-9,4,i,i,i
Cc1nc(Cl)c(C#N)c2c1CCCC2,i,-8,i,i,i,i,1,0,i,i,i
N#CC1=C2N=C(N)c3ccccc3N2C2=C(C(=O)CCC2)C1c1ccc(Cl)cc1 (centres undefined),i,-11,i,i,i,i,4,2,i,i,i
COc1ccc(OCC(=O)NCC(c2ccc(OC)cc2)N2CCCCC2)cc1 (centres undefined),i,-10,i,i,i,i,.,3,i,i,i
CC1(C)CC(=O)C/C(=N\NC(=S)NCc2ccccc2)C1,i,-8,i,i,i,i,4,.,i,i,i
CCOc1ccc(Br)cc1C(=S)N1CCCC1,i,1,i,i,i,i,-8,-5,i,i,i
COc1cccc(C(=O)OCC(=O)NCCc2ccccc2)c1OC,i,-9,i,i,i,i,0,4,i,i,i
CCOc1ccc(OCC(O)CNC2CCN(Cc3ccccc3)CC2)cc1 (centres undefined),i,-13,108*,i,i,i,0,0,i,i,i

# The results go on.
SMILES,KCNK3 block,hERG protect,TRPC4 act,KCNQ1 pot,KCNQ1 block,TRPC4 potent,HDAC3 inh,Dyrk1A ADPGlo,TMEM16A inh,KCNK9 inh,TMEM16A act
Cc1noc(C)c1COc1cccc(C(=O)NCc2ccccc2Cl)c1,i,-7,i,i,i,i,-6,-9,i,i,i
O=C(Nc1cccc(-n2cccn2)c1)C1CCCN(Cc2ccc(C#CCCO)cc2)C1 (centres undefined),i,-14,i,i,i,i,2,1,i,i,i
CCOC(=O)CCCNC(=O)CCNC(=O)c1ccc(OCC)cc1,i,-5,i,i,i,i,-7,5,i,i,i
CC1C(=NO)C(C)C(c2ccc(N(C)C)cc2)NC1c1ccc(N(C)C)cc1 (centres undefined),i,-4,i,i,i,i,-1,0,i,i,i
COc1ccccc1CNC(=O)C1CCCN(S(=O)(=O)c2ccc3c(c2)CC(C)N3C(C)=O)C1 (centres undefined),i,-9,i,i,i,i,0,.,i,i,i
CCCNC(=S)N1CCC(NC(=O)c2cccc(C)c2)CC1,i,-6,i,i,i,i,-5,9,i,i,i
Cc1ccc(Cl)cc1N1CCN(S(=O)(=O)c2ccc3c(c2)oc(=O)n3C)CC1,i,-12,i,i,i,i,-7,-3,i,i,i
Cc1ccc2nc(Cl)c(/C=C/C(=O)c3ccco3)cc2c1,i,-9,i,i,i,i,11,1,i,i,i
COc1ccc(-n2cc(-c3ccccc3)c3c(=O)[nH]cnc32)cc1,i,-6,i,i,i,i,8,7,i,i,i
CCC(=O)Nc1cc(C(F)(F)F)ccc1N1CCCC1,i,-10,i,i,i,i,6,9,i,i,i
COc1ccc2c(=O)cc(-c3ccccc3F)oc2c1,i,-8,i,i,i,i,-1,20,i,i,i
COC(=O)C(CC(=O)O)NCc1ccco1 (centres undefined),i,-8,i,i,i,i,.,-12,i,i,i
Cc1cccc(NC(=O)c2sc3ncn(CC(=O)N4CCN(c5ccccn5)CC4)c(=O)c3c2C)c1,i,-13,i,i,i,i,8,-4,i,i,i
Cn1c(N)c(C(=O)COC(=O)c2cc(C(F)(F)F)nc3ccccc23)c(=O)n(C)c1=O,.,-16,i,i,i,i,-8,.,i,i,.
CC(=O)N1CCN(S(=O)(=O)c2cccc(C(=O)NC3CCCc4ccccc43)c2)CC1 (centres undefined),i,-2,i,i,i,i,1,5,i,i,i
N#Cc1c(N)nc2c(c1-c1cccnc1)CCCCC2,i,-15,i,i,i,i,?,-13,i,i,i
Cc1ccc(S(C)(=O)=NC(=O)c2cc(C)on2)cc1 (centres undefined),i,-5,i,i,i,i,1,-2,i,i,i
O=C(CC(c1ccccc1)c1ccccc1O)NCc1ccccc1 (centres undefined),-8.8*,-7,i,i,i,i,-5,-4,i,i,i
Cc1cc(C)nc(/N=C(\N)Nc2ccccc2-c2ccccc2)n1,i,-12,i,i,i,i,7,14,i,i,i
CCOc1ncnc2c1sc1nc(C)cc(C)c12,i,-9,i,i,i,i,1,-5,i,i,i

# (more compounds)
SMILES,KCNK3 block,hERG protect,TRPC4 act,KCNQ1 pot,KCNQ1 block,TRPC4 potent,HDAC3 inh,Dyrk1A ADPGlo,TMEM16A inh,KCNK9 inh,TMEM16A act
O=C(Nc1ccccc1F)N1CCCC1c1cccnc1 (centres undefined),i,-5,i,i,i,i,-5,4,i,i,i
COc1ccc(NS(=O)(=O)c2ccc(-n3cnnn3)cc2)cc1OC,i,-14,i,i,i,i,.,1,i,i,i
O=C(COc1ccccc1)NCC(=O)Nc1cccc2ccccc12,i,-9,i,i,i,i,6,11,i,i,i
O=C(C1COc2ccccc2O1)N1CCN(Cc2ccc3c(c2)OCO3)CC1 (centres undefined),i,-5,i,i,i,i,4,2,25*,i,i
CC(=O)NC(Cc1c[nH]c2ccccc12)C(=O)OCC(=O)N1CCCCCC1 (centres undefined),i,-9,i,i,i,i,4,-2,i,i,i
O=C(O)C1CC(=O)N(c2ccc(F)cc2)C1 (centres undefined),i,-7,i,i,i,i,-6,-1,i,i,i
CCOc1ccc(-n2c(C)cc(C(=O)NS(=O)(=O)c3ccc(C)cc3)c2C)cc1,i,-7,i,i,i,i,-2,-5,i,i,i
O=C(COC(=O)Cc1ccsc1)Nc1ccc(Cl)c(S(=O)(=O)N2CCOCC2)c1,i,-10,i,i,i,i,0,1,i,i,i

# High-throughput results as filed in PubChem.

# These rows are one share of the data; rates above refer to the full screens.
